Compound activity deposited in PubChem BioAssay by The Scripps Research Institute Molecular Screening Center.
M4 antag: blocks acetylcholine activation of human M4 receptor; P08173; CHO-hM4 cells, ACh EC80, Fluo-8 calcium fluorescence; inhibition, % at 3 µM; hit rate 0.73% among 360,000;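 active = inhibition above its plate's cutoff, the mean inhibition of sample wells plus 3 SD, cut at about 27% in these data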;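 note: 0% = acetylcholine EC80 with DMSO and 100% = DMSO without agonist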
CHO-K1 Ca antag: M1 antagonist counterscreen hit in parental CHO-K1 cells. ATP-induced calcium, Fluo-8 fluorescence. inhibition, % at 3 µM. hit rate 0.6% among 360,000;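 active = inhibition above a per-plate cutoff, the plate's mean sample inhibition plus 3 SD, cut at about 24% in these data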;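 note: 0% = DMSO plus EC80 ATP and 100% = DMSO alone without ATP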
CHRM1 antagonist: antagonists of human M1 muscarinic receptor; CHO-K1 hM1, Fluo-8 calcium fluorescence, ACh EC80 antagonist; AID 588852; P11229; hit rate 1.3% among 360,000; inhibition, % at 3 µM;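 active = percent inhibition above its own plate's cutoff, namely the mean of that plate's compound wells plus 3 SD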;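 note: peak over basal fluorescence ratio during 140 s after agonist addition; 0% = ACh EC80 plus DMSO and 100% = DMSO alone without agonist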
Target sequence (P11229 whole entry, looked up): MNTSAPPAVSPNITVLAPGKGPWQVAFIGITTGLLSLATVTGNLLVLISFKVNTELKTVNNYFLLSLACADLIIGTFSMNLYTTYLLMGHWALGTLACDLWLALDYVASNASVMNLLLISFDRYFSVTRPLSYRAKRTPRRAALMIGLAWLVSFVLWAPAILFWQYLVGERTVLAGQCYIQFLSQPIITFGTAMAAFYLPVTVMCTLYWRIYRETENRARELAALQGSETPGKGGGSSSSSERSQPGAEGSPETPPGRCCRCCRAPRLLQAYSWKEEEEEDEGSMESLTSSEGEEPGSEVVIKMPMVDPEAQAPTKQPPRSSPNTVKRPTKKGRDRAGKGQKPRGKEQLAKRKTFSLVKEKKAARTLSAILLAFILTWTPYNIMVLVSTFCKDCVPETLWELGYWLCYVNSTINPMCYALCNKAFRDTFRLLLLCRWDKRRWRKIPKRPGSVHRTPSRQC
CHO parental Ca: counter-screen: ATP calcium response change in parental CHO cells | hit rate 0.63% among 330,000 | parental CHO-K1, ATP-induced calcium, Fluo-8 fluorescence | inhibition, % at 5.6 µM;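 active = inhibition above that plate's mean sample inhibition plus 3 SD, cut at about 26% in these data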;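 note: 0% = ATP-challenged DMSO wells and 100% = DMSO wells without ATP; some compounds past the cut are filed as inactive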
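Material – parental CHO cells · Reagent – ATP stimulus · Compound – single nominal dose of 5.6 µM per compound · Detection – Fluo-8 fluorescence · Read-out basis – percent inhibition of calcium signal · Controls – ATP-challenged DMSO wells low, unchallenged DMSO wells high · Repeats – no replicates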
CHO-K1 Ca ag: nonselective activator or artifact in parental CHO-K1 cells; Fluo-8 calcium fluorescence; scaled to maximal ATP response, vehicle zero; activation, % at 3 µM; hit rate 0.48% among 360,000; AID 602248; in the data active = activation above about 15%;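 note: untransfected CHO-K1 host cells lacking M1 receptor as counterscreen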
M1 ag: human M1 muscarinic receptor agonism; CHO-K1 hM1, Fluo-8 calcium fluorescence, agonist mode; 0% DMSO, 100% acetylcholine EC100; activation, % at 3 µM; hit rate 0.33% among 360,000; P11229;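 active = activation above the run's mean compound activation plus 3 SD, cut at about 16% in these data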;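 note: peak over basal fluorescence ratio within a 140 s kinetic read after compound addition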
CHRM1 PAM: human CHRM1 positive allosteric modulation | CHO-K1 hM1, Fluo-8 calcium fluorescence, ACh EC20; 0% = ACh EC20, 100% = maximal ACh | activation, % at 3 µM | AID 588819 | P11229 | hit rate 0.088% among 360,000; in the data active = activation above about 19%, passing the limit was not always enough
M4 ag: agonists of human muscarinic M4 receptor (CHRM4) | CHO-K1 hM4/Gqi5, Fluo-8 calcium fluorescence; vehicle 0%, full acetylcholine response 100% | hit rate 0.14% among 360,000 | activation, % at 3 µM;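 active = activation above the run mean over all test wells plus 3 SD, cut at about 32% in these data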;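 note: peak over basal fluorescence ratio per well then scaled between controls; 0% = DMSO wells and 100% = acetylcholine at EC100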
OXTR potentiator: potentiates the human oxytocin receptor response. AID 2445. CHO-OTR cells, Fluo-8 calcium fluorescence, potentiator mode; 0% = oxytocin EC15, 100% = EC100. hit rate 0.061% among 320,000. activation, % at 3 µM. P30559;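 active = activation above that plate's cutoff, the mean activation of tested compounds plus 3 SD, cut at about 6.6% in these data, passing the limit was not always enough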;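 note: 100% uses oxytocin at 75 nM as the full agonist control; some results filed as inactive read as strong as hits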
Target sequence (P30559 whole entry, looked up): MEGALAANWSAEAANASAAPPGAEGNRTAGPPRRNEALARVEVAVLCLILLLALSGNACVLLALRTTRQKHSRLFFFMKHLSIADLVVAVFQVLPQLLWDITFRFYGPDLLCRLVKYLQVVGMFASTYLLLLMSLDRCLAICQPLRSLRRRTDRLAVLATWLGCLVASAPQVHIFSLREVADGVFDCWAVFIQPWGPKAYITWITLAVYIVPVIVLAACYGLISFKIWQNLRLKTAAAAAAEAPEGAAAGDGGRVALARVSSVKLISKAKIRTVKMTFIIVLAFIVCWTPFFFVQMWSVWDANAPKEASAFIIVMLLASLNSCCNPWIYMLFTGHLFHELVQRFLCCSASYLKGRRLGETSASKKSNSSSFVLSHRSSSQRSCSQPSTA
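System: human OTR in CHO cells; Also added: sub-maximal oxytocin, roughly EC15; Timing: compound 6 min at room temperature before oxytocin, 100 s read; Technique: Fluo-8 intracellular calcium fluorescence, ex 470-495, em 515-575 nm; Controls: oxytocin EC15 low and EC100 high; Replication: singlicate.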
Numbers without * were called inactive; nt = no result given. No enrichment for hits. About 2.9% of those tested had a hit in this group.

Structure,M4 antag,CHO-K1 Ca antag,CHRM1 antagonist,CHO parental Ca,CHO-K1 Ca ag,M1 ag,CHRM1 PAM,M4 ag,OXTR potentiator
Cc1ccc2nc(SCC(=O)NCc3cccs3)c(C#N)cc2c1,5,2,-1,0,-0.1,-4,6,1,5
Cc1c(C(=O)c2ccccc2)c(=O)n(C)c(=O)n1C,7,-2,-8,-7,0.3,-3,8,0,0
COc1ccc(CN2CCNC(=O)C2CC(=O)NC2Cc3ccccc3C2)c(OC)c1 (stereo not given),-6,-11,-10,-17,1.7,-10,14,1,-11
COc1ccccc1-c1nnc(SCC(=O)c2c(N)n(C3CC3)c(=O)[nH]c2=O)n1C,9,-14,3,-11,0.8,-5,-4,0,3
CCc1ccc(CN2CCCC(C(=O)Nc3ccccc3-c3ccc(OC)cc3)C2)o1 (stereo not given),-14,1,16,-27,1.0,-3,-9,2,-6
COc1ccccc1N1CCN(C(=O)c2onc(C)c2Cl)CC1,-2,0,-10,5,0.8,-3,4,2,2
CCOc1ccc(N=C2SCCCN2C(=O)c2c(CC)noc2C)cc1,3,-1,3,2,0.1,-5,-2,0,-3
Cc1ccc(S(=O)(=O)NC2(C(F)(F)F)NC(=O)N(c3ccc(F)cc3)C2=O)cc1 (stereo not given),0,-10,1,-10,0.3,-2,2,0,-12
CC1CCCC(NC(=O)c2cc(S(=O)(=O)N3CCCCC3)ccc2Cl)C1C (stereo not given),4,2,9,-14,-0.1,-4,-5,0,-5
O=C(Nc1cccc(Cl)c1)O/N=C\c1ccncc1,4,-4,-6,-14,2.3,2,-6,8,-2
CC(C)OC(=O)C1CC=CCC1C(=O)Nc1ccc(Cl)cc1 (stereo not given),-5,-19,-53,-6,0.1,-6,18,0,-4
COCCNC(=O)Cn1cc2c(n1)CCCCC2,-8,0,-7,4,0.5,12,1,1,-10
CC(C(=O)NC(=O)NC1CCCCC1)N(C)CC(=O)Nc1ccc(F)c(F)c1F (stereo not given),-2,-3,10,-22,2.3,-1,-4,5,-9
CC(C)CCC(C)NC(=O)c1ccc2nccnc2c1 (stereo not given),-6,-9,1,-2,14,-3,2,1,0
CCOC(=O)c1[nH]c2ccc(F)cc2c1NC(=O)C1=COCCO1,-7,-8,-22,-23,0.7,-5,3,4,-4
O=C(Nc1ccc(Br)cc1)C(c1ccccc1)c1ccccc1,-27,3,8,-8,0.0,-6,-11,1,-2
O=[N+]([O-])c1ccc(NCCNCCOc2nonc2-c2ccccc2)c([N+](=O)[O-])c1,-8,-22,-13,5,0.9,-4,12,7,-27
O=C(Nc1ccc2c(c1)Cc1ccccc1-2)c1ccc(Br)o1,9,1,-3,-7,0.3,-4,0,-1,0
CCCCCCOc1ccc(C(=O)O)cc1,3,-17,-13,-3,1.1,-2,9,1,-10
O=C(COC(=O)c1c(Cl)ccc(Cl)c1Cl)NC1CCS(=O)(=O)C1 (stereo not given),-8,-16,-3,-4,0.3,-5,4,3,-7
COC(=O)c1ccc(OC(=O)c2cnccn2)cc1,-4,3,0,-5,0.7,0,2,3,0
CCC(=O)Nc1ccc(Oc2ccc3c(c2)C(=O)NC3=O)cc1,-2,-10,-5,-4,0.8,-5,-1,1,-4
CC(C)(C)c1ccc(C(=O)N2CCN(c3ccc(N4CCOCC4)nn3)CC2)cc1,-2,19,4,-14,0.2,-7,1,3,0
N#Cc1ccc(CN2CCN(C(=O)CNC(=O)Cc3ccccc3)CC2)cc1,15,6,6,nt,0.6,11,9,2,nt
Cc1ccc(CSc2nc3ccccc3c(=O)n2C)cc1,-2,7,13,5,2.7,-3,-7,1,-8
O=C(Nc1ccc(Cl)cc1)Nc1nnc(CSCc2ccccc2Cl)s1,1,7,4,0,0.5,-5,2,1,-10
O=C(CSc1cccc[n+]1[O-])NC1CCCCCCC1,4,-8,-8,-7,0.8,-5,11,0,0
CC(=O)Nc1ccc(S(=O)(=O)NCC(=O)Nc2ccc3c(c2)OCO3)cc1,6,-15,11,-11,1.2,-1,-6,1,2
O=C(O)c1cc2c(cc1NC(=O)c1ccccc1OC(F)F)OCCCO2,9,-19,-6,-2,0.4,-2,3,0,-9
O=C(c1ccc(Cl)cc1)N1CCN(CCc2ccccn2)CC1,-20,-12,-14,nt,0.7,-9,7,1,nt
COc1cccc(C(c2sc3nc(C)nn3c2O)N2CCN(C(=O)c3ccco3)CC2)c1 (stereo not given),5,-5,-11,-4,0.7,-4,9,0,-2
Cc1ccc(NNC(=O)c2c(C)noc2C)cc1Cl,-4,-14,-11,-17,2.2,-3,7,1,2
CC1CCCC(C)N1CCCNC(=O)c1csc2c1CCCCC2 (stereo not given),-6,-11,28,-23,0.6,-6,-16,1,-4
COc1cc(C(=O)NCC2CCCO2)ccc1OCc1ccc(Cl)cc1 (stereo not given),-3,-13,-4,0,4.0,-3,3,6,-9
COc1ccc(S(=O)(=O)N2C3CCC2CC(NC(=O)NC2CCCCC2)C3)cc1 (stereo not given),-7,-19,-18,-19,1.3,-7,7,2,9
CC1CCCN(C(=O)NC2CC(=O)N(c3ccc4c(c3)OCCO4)C2)C1 (stereo not given),-1,1,-10,6,2.6,-3,2,0,3
N#Cc1ccccc1S(=O)(=O)N1CCN(C(=O)c2cn(-c3ccccc3)nc2-c2cccnc2)CC1,4,-20,-11,-15,1.0,-8,8,2,3
CC1CCN(Cc2c(C(=O)N/N=C/c3ccc(C(C)C)cc3)nnn2-c2nonc2N)CC1,4,6,-5,-10,-0.3,-3,8,1,1
CCCN=Cc1ccc(O)cc1,8,-2,8,-12,4.4,-6,-6,19,-16
O=C(NCc1ccc2c(c1)OCO2)c1ccc2c(=O)n(C3CCCC3)c(=O)[nH]c2c1,-10,14,-10,-8,0.2,0,6,4,-5
COCCCn1c(C)nnc1SCc1ccc(C(C)(C)C)cc1,-1,-5,8,-11,0.1,1,-3,4,-4
COC(=O)c1[nH]c2ccc(C)cc2c1NC(=O)CN1CCCc2ccccc21,3,-6,-4,-22,0.9,-5,-2,2,-16
CCCCN(C)c1c(C)nc2ccc(C(=O)NCCc3c[nH]c4ccccc34)cn12,-17,-18,-1,nt,5.0,-2,-4,11,nt
Cc1[nH]c(=O)c(C#N)c(C)c1CSc1ncccn1,7,5,4,-7,0.2,-1,6,0,-1
CC(=O)Nc1ccc(S(=O)(=O)NNC(=O)CCC(=O)NCc2ccccc2)cc1,-23,-12,-10,-6,-0.1,-3,8,2,-3
O=C(Nc1cccc(F)c1)c1c(F)c(F)c(F)c(F)c1F,1,24*,16,11,5.9,-1,-10,5,-10
Cc1ccc(C(=O)NCC(c2ccco2)N2CCCCC2)s1 (stereo not given),-13,-11,-2,-6,-0.3,-7,0,0,-2
Nc1ccccc1C(=O)N1CCCC1,1,6,-5,-6,0.1,-2,7,1,0
CC1CC(C)CN(CC(=O)c2cccs2)C1 (stereo not given),-17,-12,5,0,0.4,-6,-1,1,-23
O=C(Cn1nc(-c2ccc(Cl)cc2)ccc1=O)NCC1COCCO1 (stereo not given),-3,-13,-2,-7,0.7,-7,4,2,-8
COc1ccc2[nH]c(=O)c(CN(Cc3nnnn3Cc3ccco3)C3CCCCC3)cc2c1,1,17,4,-34,-0.1,-2,5,1,-17
Cc1nn(Cc2c(F)c(F)c(F)c(F)c2F)c(C)c1NC(=O)c1nn(C)cc1Br,-2,2,-2,-6,7.3,2,4,2,-6
Cc1cc(C(=O)COC(=O)c2cc(Cl)c(O)c(Cl)c2)c(C)n1C,1,6,0,-5,-0.8,-3,0,-1,-9
COc1ccc(CN2C(=O)C(CC(=O)NC3CCCCC3)CC(C(=O)N(C)C)=C2C)cc1 (stereo not given),-1,-13,-8,nt,-0.5,-5,5,1,nt
Nn1c(Cc2cccc3ccccc23)nnc1SCCOc1ccc(Br)cc1,2,-1,0,-24,0.4,-7,-5,2,-12
CC1CCN(CCCOc2ccc(Cl)cc2Br)CC1,-2,-12,15,-23,2.2,-8,-10,7,-21
Cc1ccc(S(=O)(=O)Nc2ccccc2F)cc1C(=O)N1CCCC1,-3,-16,-16,-4,0.7,-1,16,1,-6
COc1cc(O)c(C(CCN2CCOCC2)c2cc(OC)c(OC)c(OC)c2)c(OC)c1 (stereo not given),-2,2,-1,-21,-0.4,-2,9,2,-2
COc1cccc(CC(=O)NNC(=O)CN(C)S(=O)(=O)c2ccc(C)cc2)c1,5,-10,11,-15,-0.7,-3,-3,0,-1
COc1ccc(-c2c3c(=O)n(C)c(=O)n(C)c3cn2C2CCCCC2)cc1,8,-12,6,-11,-0.1,-9,-7,-3,3

An excerpt of these results, with two lines to a compound:
Every second line gives: M4 antag	CHO-K1 Ca antag	CHRM1 antagonist	CHO parental Ca	CHO-K1 Ca ag	M1 ag	CHRM1 PAM	M4 ag	OXTR potentiator
- COC(=O)c1[nH]c2ccc(C)cc2c1NC(=O)CN1CCCc2ccccc21
  3	-6	-4	-22	0.9	-5	-2	2	-16
- Cc1ccc(C(=O)NCC(c2ccco2)N2CCCCC2)s1 (stereo not given)
  -13	-11	-2	-6	-0.3	-7	0	0	-2

More entries
Structure,M4 antag,CHO-K1 Ca antag,CHRM1 antagonist,CHO parental Ca,CHO-K1 Ca ag,M1 ag,CHRM1 PAM,M4 ag,OXTR potentiator
Cn1c(=O)c(-c2cc(=O)[nH][nH]2)c(O)c2ccccc21,2,-8,-2,9,0.2,-8,6,0,-6
Cc1cccn2cc(CCNC(=O)c3ccco3)nc12,-2,4,9,1,4.9,-2,-2,19,-3
Cc1ccc2c(c1)/C(=C/c1ccccc1C)C(=O)N2,-7,-3,-5,-12,-0.4,-7,10,0,-6
CC1=CC2=C(C=O)C(=O)C(C)(O)C(O)C2=CO1 (stereo not given),-6,-14,-17,nt,0.0,-2,15,0,nt
CCc1nc2ccc(C(=O)N(CC)CCN(C)C)cn2c1N(C)C(=O)c1cccc(OC)c1,-5,-5,-14,nt,1.0,-3,10,1,nt
Cc1ccc(S(=O)(=O)N2CCC(N3CCCCCC3)CC2)cc1,-1,-7,8,-19,0.2,-5,-6,-1,2
O=C(c1ccccc1)n1nc(-c2ccccc2)nc1NCc1ccco1,-4,6,1,-3,0.1,-3,-1,0,1
CC(C)C(NC(=O)C1(NC(=O)OCc2ccccc2)CCCC1)C(=O)O (stereo not given),2,-12,-8,nt,0.4,-2,2,0,nt
CN1CCN(c2ccc(CNS(=O)(=O)Cc3ccc(Cl)cc3)cc2)CC1,4,-6,-1,-9,2.0,-5,3,2,-1
Cc1cccc(NC(=O)CCc2nnc3ccc(N4CCC(C)CC4)nn23)n1,6,-10,-3,-16,0.4,-3,2,1,-7
CCOC(=O)c1ccc2c(c1)n(CCO)c(C)[n+]2CC,0,-12,-31,-5,0.6,-4,9,1,-6
Nc1cc([N+](=O)[O-])ccc1O,-9,-7,-7,-7,0.7,-4,8,2,-10
